Peg3 prom inh – Peg3 promoter-driven luciferase inhibitors, primary screen, cell-based, HeLa, luciferase luminescence. HeLa PEG-Prom luciferase reporter, overnight. inhibition, % at 20 µM. hit rate 1.7% among 360,000. AID 588405, 2011;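 active = inhibition of at least 50% at 20 µM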
HIF-2a block – HIF-2a reporter inhibitors, primary screen, luminescence, 786-0 RCC cells; 786-0 RCC cells HIF-2a reporter, luciferase luminescence, overnight; inhibition, % at 18.8 µM; hit rate 0.72% among 360,000; AID 624352, 2012;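 active = inhibition of the luminescence signal of 40% or more relative to plate controls, in a single-dose primary screen at 18.75 µM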
PDI turbidity – inhibitors of human PDI, primary screen, biochemical, turbidity, single point, plate reader; inhibition, % at 10 µM; Protein disulfide-isomerase (Homo sapiens), P07237; AID 588391, 2011; hit rate 0.052% among 350,000; PDI insulin aggregation turbidity, A650, 90 min;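 active = mean inhibition across replicates of 30% or more, whatever share of single replicates reach that level; inconclusive = mean inhibition below 30% while every single replicate reaches 30%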;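 note: absorbance from insulin aggregation driven by PDI reduction with DTT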
Target sequence (P07237 whole entry, looked up): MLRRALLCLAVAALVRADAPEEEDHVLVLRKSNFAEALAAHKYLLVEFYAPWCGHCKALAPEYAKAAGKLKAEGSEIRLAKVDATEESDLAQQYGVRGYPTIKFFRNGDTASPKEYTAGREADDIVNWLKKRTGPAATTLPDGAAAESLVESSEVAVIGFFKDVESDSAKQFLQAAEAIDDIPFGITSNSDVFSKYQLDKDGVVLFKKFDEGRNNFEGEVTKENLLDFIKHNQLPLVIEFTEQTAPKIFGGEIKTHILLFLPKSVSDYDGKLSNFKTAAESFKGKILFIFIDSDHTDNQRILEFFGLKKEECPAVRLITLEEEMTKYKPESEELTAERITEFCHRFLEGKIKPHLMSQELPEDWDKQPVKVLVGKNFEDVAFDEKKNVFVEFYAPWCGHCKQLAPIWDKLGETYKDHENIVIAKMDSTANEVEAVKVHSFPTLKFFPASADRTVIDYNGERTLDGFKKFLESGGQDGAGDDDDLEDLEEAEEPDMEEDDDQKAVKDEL
Vif imaging – HIV Vif self-association inhibitors, primary screen, imaging, HEK293T, single point; HEK293T cells, Vif self-association by quenched fluorescence, 24 h; inhibition, % at 7.49 µM; hit rate 0.35% among 340,000; in the data active = inhibition above about 50%, passing the limit was not always enough; inconclusive = no clear call, values can overlap the other calls; inactive = below about 31%; note: some results filed as inactive read as strong as hits
iPSC survival up – enhancers of single-cell hiPSC survival, primary screen, ATPlite luminescence; 100% = ROCK inhibitor wells, 0% = DMSO; hit rate 0.044% among 360,000; survival enhancement, % at 20 µM; AID 602274, 2012; in the data active = survival enhancement above about 18%;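 note: cells exposed to compounds for 16 hours before the ATP read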
Exocytosis inh – LAMP-1 surface exposure blockers, TALL-104 cells – cell-based, flow cytometry, MLPCN library, primary screen; TALL-104 LAMP-1 surface exposure; cells stimulated with thapsigargin and PMA; inhibition, % at 10 µM; hit rate 0.66% among 360,000; AID 651702, 2012;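 active = inhibition above about 55%, limit read from the data; inconclusive = no clear call, values can overlap the other calls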
aDG glyco act – activators of alpha-DG glycosylation, primary screen, uHTS, Pro5-aDG cells, AlphaScreen; activation, % at 10 µM; alpha-DG glycosylation AlphaScreen (IIH6); 0% Pro5, 100% B10-LARGE cell signal; hit rate 0.22% among 360,000; AID 624168, 2012;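 active = activation of at least 8% versus controls, or a plate z-score of at least 8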;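 note: Pro5 are CHO cells carrying HIG-tagged alpha-DG that lacks glycosylation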
CaV13 FRET inh – Primary screen for inhibitors of IQ motif and Ca2+-dependent inactivation inhibitor domain binding in CACNA1D, Förster resonance energy transfer in living cells, … | hit rate 0.098% among 340,000 | HEK cells, CFP/YFP FRET ICDI-IQ, plate reader, 10 min; percent FRET-ratio fall versus neutral wells | inhibition, % at 12.3 µM | AID 743397;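 active = mean replicate inhibition of at least 30% and at least 1% of replicates passing that level; inconclusive = only one of the two criteria is met; inactive = neither criterion is met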;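 note: 0% = median of the neutral control wells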
MITF TRPM1 inh – inhibitors of MITF-dependent TRPM1 promoter reporter, primary screen, cell-based, SK-MEL-5, single point, luciferase; SK-MEL-5 TRPM1 promoter luciferase, 24 h; hit rate 0.83% among 330,000; inhibition, % at 12.5 µM;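 active = mean inhibition across replicates of 60% or more, whatever share of single replicates reaches that level; inconclusive = some that reach 60%, reason not given; inactive = mean inhibition across replicates below 60%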; note: values of inactives mirror those of a sister screen read the other way
NR2E3 ag-1 – NR2E3 agonists in two-hybrid cells, primary screen, cell-based, luminescence, CHO-S, Gal4-NCOR/VP16-NR2E3 | inhibition of corepressor binding, % at 3.98 µM | AID 602229, 2012 | luciferase | Photoreceptor-specific nuclear receptor (Homo sapiens), Q9Y5X4 | hit rate 0.35% among 360,000;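 active = inhibition above the mean of all tested compounds plus 3 SD, cut at about 70% in these data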;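 note: 0% = DMSO with NR2E3 transfected cells and 100% = cells lacking NR2E3 construct; higher means lower luciferase signal from less NR2E3 corepressor binding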
Target sequence (Q9Y5X4 whole entry, looked up, the tested form may be a part): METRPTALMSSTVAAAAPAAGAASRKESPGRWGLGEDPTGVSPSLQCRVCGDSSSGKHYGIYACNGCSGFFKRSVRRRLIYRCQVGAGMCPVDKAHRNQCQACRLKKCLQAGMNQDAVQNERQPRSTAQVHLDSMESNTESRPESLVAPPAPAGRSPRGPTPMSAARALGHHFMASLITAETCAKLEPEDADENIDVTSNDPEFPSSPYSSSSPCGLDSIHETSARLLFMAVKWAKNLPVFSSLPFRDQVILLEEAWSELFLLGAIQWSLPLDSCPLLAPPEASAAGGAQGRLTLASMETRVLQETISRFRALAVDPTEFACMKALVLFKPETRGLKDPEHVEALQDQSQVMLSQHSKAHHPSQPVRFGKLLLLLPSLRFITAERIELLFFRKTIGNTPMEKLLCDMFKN
NR2E3 ag-2 – inhibitors of NR2E3-RetCOR corepressor binding, primary screen, NR2E3 agonist project, biochemical, TR-FRET, GST-NR2E3, biotin-RetCOR | Photoreceptor-specific nuclear receptor (Homo sapiens), Q9Y5X4 | 1536-well | AID 2300, 2010 | inhibition of corepressor binding, % at 4.78 µM | hit rate 0.12% among 320,000;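 active = percent inhibition above the cutoff of mean plus 3 SD of all tested compounds, set per screening campaign, cut at about 20% in these data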;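 note: 0% = DMSO wells and 100% = biotin wells as full block of FRET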
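Material: NR2E3–RetCOR corepressor complex | Quantity: 1.35 nM GST-tagged NR2E3 final | Schedule: 5 h at 4 °C | Replication: Singlicate compound wells | Reagent: RetCOR corepressor, biotinylated, 7 nM | Controls: Biotin wells as high control, 0.6% DMSO wells as low control | Signal: TR-FRET, Eu(K)-anti-GST donor, streptavidin-D2 acceptor, ex 340, em 617/671 nm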
* = called active by the depositor; ? = inconclusive; nt = no result given.

smiles,CaV13 FRET inh,NR2E3 ag-1,PDI turbidity,Peg3 prom inh,HIF-2a block,iPSC survival up,aDG glyco act,MITF TRPM1 inh,Exocytosis inh,NR2E3 ag-2,Vif imaging
O=C(CSc1nnc(CN2CCOCC2)n1-c1ccc(Cl)cc1)Nc1ccc2c(c1)OCO2,-8,2,1,0,-15,-0.1,0.2,6,-4,-2,5
Cn1c(=NC(=O)c2ccc3c(c2)OCCO3)sc2cc(S(C)(=O)=O)ccc21,-4,-11,-1,-1,-28,-0.3,-0.3,-1,-3,4,-3
COC(=O)C1=C(C)N(C)C(=S)NC1c1cc(OC)ccc1OC (stereo unspecified),-19,14,-4,3,5,-1.1,0.0,19,0,1,-2
Cc1cc(O)ccc1-c1cccc2nccn12,-7,-30,-6,-21,7,-1.7,-0.1,nt,-2,nt,1
COc1ccc(CCN(C)C(=O)CNC(=O)c2ccc3c(c2)OCO3)cc1OC,-4,0,1,12,7,-0.3,1.6,-4,-7,nt,nt
O=C(CCCSc1nc2ccccc2[nH]1)NC1CCCCC1,-6,2,-9,5,5,-0.9,-0.1,-5,1,0,nt
O=C(Cc1cccs1)Nc1nnc(-c2ccc(F)cc2)s1,-6,-25,6,-126,-96,-0.3,0.0,-28,-2,0,8
CCC1CCC(N2CCN(c3ccccc3F)CC2)CC1 (stereo unspecified),-2,-8,-58,-9,15,-0.7,0.0,4,-3,-1,28
O=C1CS/C(=N/N=C/c2ccco2)N1Cc1ccc(F)cc1,-4,-47,-7,-32,-26,0.1,-0.2,nt,-16,-1,4
CCN(CC)CCCNC(=O)CCC(=O)Nc1ccc2nc(N3CCCCC3)cc(C)c2c1,-135,5,-4,-51,-38,0.0,0.0,-26,-1,0,-1
CCS(=O)(=O)c1nc2ccccc2n1Cc1ccccc1Cl,-6,1,nt,-27,12,1.4,0.1,-18,8,3,-8
CCN(CC(=O)Nc1ccc(OC)cc1)C(=O)CSCC(=O)Nc1ccc(C)cc1,nt,-5,0,14,6,-0.6,-0.2,3,-17,1,7
OCCCN1CNC(=S)NC1,-16,-23,2,9,5,-2.2,-0.2,nt,0,nt,-13
Cc1c(NC(=O)c2cc(-c3ccccc3O)on2)c(=O)n(-c2ccccc2)n1C,-16,-23,-3,2,2,0.2,-0.4,-2,17,0,-1
CCOC(=O)Cn1c2c(c(=N)c3c1CCC3)CCC2,1,-12,-2,0,3,3.8,-0.3,27,2,-4,15
COc1ccc(NC(=O)N2CCC(n3cnc4ccccc43)CC2)cc1,-20,37,0,-18,-11,-0.4,0.8,10,-3,3,2
COc1ccccc1Nc1nc(N)nc(CSCCO)n1,-6,-29,18,-1,7,1.6,0.7,-2,0,0,13
CC(=O)c1ccc(OCCCC(=O)Nc2cccc(S(=O)(=O)N3CCOCC3)c2)cc1,-7,6,9,9,18,5.0,0.0,10,-4,nt,-8
COc1ccc(CCNc2cn[nH]c(=O)c2Cl)cc1OC,-4,-14,-3,1,2,0.2,0.3,-5,-2,6,13
COc1cc(C(=O)OCC(=O)N(CC(C)C)C2CCS(=O)(=O)C2)ccc1OCC(C)C (stereo unspecified),-2,-35,2,-2,-15,-0.1,0.3,-22,1,1,-19
Cc1c(C(=O)O)sc2ncnc(N3CCCCC3C)c12 (stereo unspecified),-5,-18,4,0,11,0.2,0.5,10,-2,3,nt
COc1ccc(NC(=O)C[C@H]2C(=O)N(c3ccccc3)C[C@@H]2Cc2ccccc2)cc1,-12,-24,6,12,-33,0.3,0.3,nt,9,nt,-1
COc1cccc(C(=O)Nc2ccc(-n3nncc3C(C)(C)C)cc2)c1,0,-26,-4,-24,-56,-0.3,0.5,6,8,0,3
O=C1NC2c3c(I)sc(I)c3C(=O)C2O1 (stereo unspecified),-8,3,-6,106*,53*,0.7,-0.1,59,9,nt,17
COc1ccc(C(=O)NCc2ccc(Cl)cc2)cc1S(=O)(=O)N1CCCC1,-5,-2,-2,7,15,-1.3,-0.3,8,8,0,3
Cc1cc(NS(=O)(=O)c2ccc(NC(=O)Cc3ccccc3)cc2)nc(C)n1,-5,-17,-3,11,9,-0.4,-0.1,-4,11,-1,-15
Cc1cc(NC(=O)CSc2ccc3nnc(-c4ccc(F)cc4)n3n2)no1,-7,-25,-11,-2,5,0.2,0.2,0,7,1,nt
Fc1cc(F)cc(NC(=S)NCCCN2CCOCC2)c1,0,7,10,9,21,-2.2,-0.1,-15,-1,1,11
CCOC(=O)Cc1nn(Cc2nc(-c3ccc(C)cc3)cs2)c(=O)c2ccccc12,-4,18,0,4,9,-0.4,0.3,-8,2,-1,-4
Cc1ccccc1NC(=O)Nc1ccccc1N1CCCCC1,-6,-19,5,12,19,0.3,0.2,-8,1,2,3

smiles,CaV13 FRET inh,NR2E3 ag-1,PDI turbidity,Peg3 prom inh,HIF-2a block,iPSC survival up,aDG glyco act,MITF TRPM1 inh,Exocytosis inh,NR2E3 ag-2,Vif imaging
CN=C1S/C(=C/c2cn(CC(=O)OC)c3ccccc23)C(=O)N1C,-19,-17,0,16,10,-0.6,0.0,-2,-4,-4,3
Cc1ccc(-n2c(CNc3ccc(C)c(Cl)c3)n[nH]c2=S)cc1,-2,9,-9,10,6,0.8,0.1,1,-2,2,-13
O=C(O)c1cc(N2CCCCC2)ccn1,-8,-27,1,2,-17,5.6,0.3,0,1,nt,-5
CCCCN(C)CCNC(=O)Cn1c(=O)sc2ccccc21,-6,-34,nt,6,-8,-2.4,-0.2,-7,-1,4,3
COc1cccc(/C=N/NC(=O)CCCc2ccc(OC)c(C)c2)c1,-3,3,-4,5,-28,-0.7,0.7,1,-2,1,-3
O=C(c1cccc(C(=O)N2CCN(c3ccc(F)cc3)CC2)c1)N1CCN(c2ccc(F)cc2)CC1,-7,18,-1,29,4,-3.8,1.5,22,-1,-4,-10
O=C(N/N=C/c1ccc(F)cc1)c1cccc(NC(=O)c2ccc(F)cc2)c1,-3,-79,16,-93,-142,-0.6,0.3,-39,40,1,12
C[C@@H]1CN([C@@H](C)CO)C(=O)c2cc(Br)cnc2O[C@H]1CN(C)C(=O)C1CCCCC1,-9,-37,-3,-10,11,0.9,-0.1,nt,4,nt,-7
CCOC(=O)N/N=C/c1cn(CCCOc2ccc(C)cc2)c2ccccc12,-3,-116,-6,-131,-85,-1.4,2.2,-43,-1,-1,5
O=C(NCC1CCCO1)C1CCN(S(=O)(=O)Cc2ccccc2)CC1 (stereo unspecified),-5,6,1,1,15,1.6,0.0,1,-2,0,2
COc1cccc(-c2nc(-c3ccccc3)no2)c1,-4,-161,16,-188,-106,-1.6,-0.2,-24,0,-4,-4
COc1ccc2cc(S(=O)(=O)N3CCN(C)CC3)ccc2c1,-4,-10,-2,2,-7,0.0,0.0,6,-1,0,1
O=C(Nc1ccc(N2CCOCC2)c(S(=O)(=O)Nc2ccccc2Cl)c1)c1ccccc1,-6,-16,-5,12,19,1.8,-0.3,7,-1,1,1
O=C(NC1CCCCC1)N(Cc1ccc(F)cc1)Cc1nc2ccccc2c(=O)[nH]1,-2,15,-5,8,12,5.2,0.0,6,0,-1,3
CCOC(=O)c1c(C)n(C)c2ccc(OC)c(NC(=O)CN3CCC4(CC3)OCCO4)c12,-4,1,9,15,3,-2.2,-0.1,6,-3,-1,-13
CCn1nnnc1NCc1cccc(Cl)c1,-4,6,-2,13,2,-0.9,0.0,9,3,-5,-1
COc1cccc(CN2CCNC(=O)C2CC(=O)NCCCn2ccnc2)c1 (stereo unspecified),3,-10,-1,12,12,1.0,-0.2,6,10,3,6
COc1ccc(C(=O)NCCSc2ccc(C)cc2)cc1,-4,3,21,-16,-34,2.0,0.1,-12,2,0,0
O=C(NCC1CCCO1)c1ccc(CSCc2cccc(F)c2)o1 (stereo unspecified),-15,-5,-2,-4,-5,0.0,0.1,8,3,0,4
Cc1nc(SCC(=O)c2cccc([N+](=O)[O-])c2)n[nH]1,-1,10,1,-8,7,3.5,0.0,5,43,4,2
O=C(CSc1nc2ccccc2c(=O)n1Cc1ccccc1)NCc1ccco1,-5,-11,-2,3,1,-0.6,-0.1,-10,-2,31*,nt
COc1cccc(Nc2cc(N3CCOCC3)c3nonc3c2[N+](=O)[O-])c1,-3,-12,-2,-1,26,0.1,-0.3,16,-1,-1,-6
CC1(C(=O)N2CCCCC2)CCN1C(=O)c1ccccc1CCc1ccccc1 (stereo unspecified),-5,-11,-8,-35,-10,2.7,0.1,nt,-10,nt,5
Cc1cccc(C)c1NC(=O)COC(=O)c1c(C)nn(-c2ccccc2)c1C,-2,-15,-7,6,3,0.6,0.0,7,0,-1,-1
Cc1nnc(NC(=O)c2ccccc2F)s1,-7,-48,-1,-54,-64,0.9,0.1,-29,-1,4,?
COC(=O)c1sccc1NC(=O)Nc1ccc(C)cc1,-5,-131,5,-68,-144,-0.1,0.0,-19,-8,nt,-6
O=C(N/N=C/c1cc([N+](=O)[O-])ccc1O)Nc1ccccc1,-2,-78,-1,-15,-14,1.7,0.0,-12,1,3,5
COc1ccc2cc3cc(C(=O)N4CCN(C5CCCCC5)CC4)oc3nc2c1,nt,21,-7,-14,-11,0.2,0.2,-11,-2,1,-2
CC1CCc2nn(CC(=O)NC3CCCC(C)C3C)cc2C1 (stereo unspecified),-10,-7,nt,-5,-4,2.4,-0.1,13,-6,5,-5
NC(=O)c1cc[n+](CC(=O)c2ccc(NC(=O)c3ccccc3)cc2)cc1,-5,-3,10,-2,-10,0.1,0.2,0,10,-3,7
COC(=O)[C@]1(S(=O)(=O)c2ccccc2)C[C@@H]2ON=C(c3ccc(OC)cc3)[C@@H]2C1,-10,-8,3,-21,-39,-0.2,-0.2,12,-9,0,-4
CC(C)CC(NC(=O)c1ccco1)C(=O)Nc1ccc2c(c1)OCCO2 (stereo unspecified),-2,-13,nt,2,7,3.9,0.2,7,1,2,2

Assay outcomes (PubChem)
